High-throughput results from PubChem.
LANA DNA inh: inhibitors of KSHV C-LANA binding to DNA, primary screen, biochemical, fluorescence polarization, FAM-LBS DNA, MBP-C-LANA, single point | actives 0.078% (n = 340,000) | AID 504423, 2011 | inhibition, % at 9 µM;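 active = highest replicate inhibition at or above 60% at 9 µM, even if other replicates fall short; inactive = all replicates below 60% inhibition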;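 note: 0% = neutral control wells and 100% = 4 µM acridine orange control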
SR-BI DiI inh: inhibitors of SR-BI mediated HDL lipid uptake, primary screen, ldlA[mSR-BI] cells, fluorescence, single point; actives 0.96% (n = 320,000); ldlA[mSR-BI] CHO cells, DiI-HDL uptake fluorescence, 3 h; inhibition, % at 12.5 µM; AID 488896, 2010;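 active = mean replicate inhibition of at least 70% and a set share of replicates each scoring 70 or more; inconclusive = meets just one of the two criteria; inactive = fails both criteria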;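 note: 0% = median of neutral control wells and 100% = median of positive control wells; values of inactives mirror those of a sister screen read the other way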
Keap1-Nrf2 PPI: Keap1-Nrf2 protein-protein interaction inhibitors, primary screen, biochemical, fluorescence polarization, single point | actives 0.15% (n = 340,000) | AID 504523, 2011 | Keap1 Kelch-Nrf2 peptide fluorescence polarization, 1536-well | inhibition, % at 9.4 µM | Kelch-like ECH-associated protein 1 (Homo sapiens), Q14145; in the data active = inhibition above about 12%; inconclusive = no clear call, values can overlap the other calls; inactive = below about 7.3%;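 note: human Keap1 Kelch domain with fluorescein labeled Nrf2 9mer peptide probe; 0% = neutral control wells and 100% = peptide positive control; higher means more block of Keap1 binding to Nrf2 peptide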
DAGLB inh: DAGLB lipase inhibitors, primary screen, biochemical, fluorescence, HTS | actives 0.059% (n = 340,000) | inhibition, % at 5.17 µM | HEK293T DAGLB membrane lysate, EnzChek fluorogenic substrate | Diacylglycerol lipase-beta (Homo sapiens), Q8NCG7; in the data active = inhibition above about 34%;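 note: 0% = enzyme with vehicle and 100% = wells lacking enzyme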
Target sequence (Q8NCG7 whole entry, looked up): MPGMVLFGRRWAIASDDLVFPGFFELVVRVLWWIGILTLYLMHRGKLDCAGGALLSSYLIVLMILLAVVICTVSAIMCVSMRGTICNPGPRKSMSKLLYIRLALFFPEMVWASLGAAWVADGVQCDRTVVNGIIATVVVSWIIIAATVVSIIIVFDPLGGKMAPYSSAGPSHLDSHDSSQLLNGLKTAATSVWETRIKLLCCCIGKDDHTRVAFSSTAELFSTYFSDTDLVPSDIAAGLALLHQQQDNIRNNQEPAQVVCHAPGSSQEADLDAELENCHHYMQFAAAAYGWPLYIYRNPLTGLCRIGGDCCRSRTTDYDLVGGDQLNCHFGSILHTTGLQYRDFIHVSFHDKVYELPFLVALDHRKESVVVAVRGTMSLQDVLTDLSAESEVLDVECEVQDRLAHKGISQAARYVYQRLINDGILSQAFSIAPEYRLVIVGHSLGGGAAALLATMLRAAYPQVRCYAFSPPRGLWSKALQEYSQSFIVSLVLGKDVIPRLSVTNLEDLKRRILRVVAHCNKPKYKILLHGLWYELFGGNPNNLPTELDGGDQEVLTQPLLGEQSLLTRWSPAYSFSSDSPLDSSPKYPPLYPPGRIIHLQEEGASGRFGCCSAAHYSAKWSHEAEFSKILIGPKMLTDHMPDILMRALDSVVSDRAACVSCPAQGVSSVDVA
Arrestin-AP2 inh: inhibitors of beta-arrestin/AP2 binding, primary screen, biochemical, GPCR trafficking, flow cytometry | actives 0.31% (n = 340,000) | FITC-arrestin peptide / GST-AP2 beads; AP2 beta2 appendage carries R879A mutation | inhibition, % at 10 µM | beta-arrestin 1 C-terminal peptide binding to AP2 beta2-adaptin appendage (human);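 active = inhibition above a set limit, near 3 SD of compounds lacking own fluorescence, cut at about 54% in these data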;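 note: plate controls were DMSO wells for no effect and 5 µM unlabelled arrestin peptide for full effect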
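System: GST-tagged AP2 beta2-adaptin appendage (R879A) on 4 µm glutathione beads / Reagent: FITC-arrestin peptide, 50 nM / Detection: HyperCyt-sampled flow cytometry, FL1 channel, ex 488/em 535 nm / Timing: 12 min plus 1 h, RT / Buffer or medium: PBS plus Tween 20 (0.05%) and BSA (0.1%)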
PvdQ acylase: P. aeruginosa PvdQ acylase inhibitors, primary screen, biochemical, fluorescence, plate reader and imaging, single point; actives 0.063% (n = 340,000); inhibition, % at 10 µM; purified PvdQ acylase; PvdQ acylase [Pseudomonas aeruginosa LESB58]; in the data active = inhibition above about 30%, passing the limit was not always enough; inconclusive = no clear call, values can overlap the other calls;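 note: 0% = vehicle neutral wells and 100% = reference inhibitor wells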
RTF Ca sens inh: cardiac RTF calcium sensitivity inhibitors, primary screen, biochemical, IANBD-TnC fluorescence, EC70 calcium; IANBD-labeled cardiac RTF, Ca2+ fluorescence; inhibition, % at 7.15 µM; actives 0.12% (n = 340,000); AID 493244, 2011;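 active = inhibition above the mean inhibition of all tested compounds plus 3 SD, cut at about 17% in these data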;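 note: assay run at fixed EC70 calcium of 1.6 mM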
NSD2 inh: NSD2 histone methyltransferase inhibitors, primary screen, biochemical, AlphaScreen, single concentration, set 2 | inhibition, % at 12.5 µM | NSD2 peptide methylation, 120 min | actives 0.54% (n = 310,000); in the data active = inhibition above about 50%
PKA-R2B act: activators of PKA-R2B holoenzyme, primary screen, biochemical, fluorescence polarization, Cy5-IP20, human; actives 0.079% (n = 340,000); PKA-R2B holoenzyme dissociation; R2B truncated from residue 108, S112A mutant; 0% DMSO only, 100% 113 µM cGMP; AID 504700, 2011; cAMP-dependent protein kinase catalytic subunit beta (Homo sapiens) + cAMP-dependent …; activation, % at 11.4 µM;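 active = activation above a cutoff set at the mean over all compounds plus 3 SD, cut at about 18% in these data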;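 note: higher means more holoenzyme dissociation and a rise in polarization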
Target sequence (P31323 whole entry, looked up, other chains not shown, the tested form may be a part): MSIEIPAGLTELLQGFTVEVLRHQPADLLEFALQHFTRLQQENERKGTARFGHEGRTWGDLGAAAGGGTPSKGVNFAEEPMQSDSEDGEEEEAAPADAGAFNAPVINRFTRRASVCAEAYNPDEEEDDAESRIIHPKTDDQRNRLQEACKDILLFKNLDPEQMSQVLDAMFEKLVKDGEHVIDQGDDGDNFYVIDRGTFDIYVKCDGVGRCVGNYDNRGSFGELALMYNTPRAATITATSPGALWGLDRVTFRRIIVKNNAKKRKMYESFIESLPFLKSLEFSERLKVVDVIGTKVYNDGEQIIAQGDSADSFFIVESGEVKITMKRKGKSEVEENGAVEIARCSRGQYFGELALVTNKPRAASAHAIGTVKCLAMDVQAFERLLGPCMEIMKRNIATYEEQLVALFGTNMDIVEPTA
SR-BI DiI-HDL act: activators of SR-BI mediated DiI-HDL uptake, primary screen, ldlA[mSR-BI] CHO cells, DiI fluorescence; 3 h; 100 = double the neutral-control signal; activation, % at 12.5 µM; actives 0.096% (n = 320,000);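 active = mean replicate activation of at least 60% and every replicate at or above 60%; inconclusive = mean or all-replicate condition met, but not both; inactive = mean below 60% and not all replicates reaching 60%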;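 note: 0% = median plate neutral-control signal and 100% = twice that signal; values of inactives mirror those of a sister screen read the other way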
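Material: SR-BI-overexpressing, LDLR-lacking CHO cells; schedule: compound exposure 3 h, 37 °C; reagent: DiI-labelled HDL at 10 µg/mL final; technique: bottom-read fluorescence, 550/595 nm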
An asterisk follows results filed as active; ? = inconclusive; / = no result given; & = joins results of further samples.

SMILES	LANA DNA inh	SR-BI DiI inh	Keap1-Nrf2 PPI	DAGLB inh	Arrestin-AP2 inh	PvdQ acylase	RTF Ca sens inh	NSD2 inh	PKA-R2B act	SR-BI DiI-HDL act
COc1ccccc1OCC(=O)N1CCCC(Nc2cccc(F)c2)C1 (stereo not drawn)	-2.8	-11.5	6.1	0.0	3.6	-10.0	-2.4	0.2	2.9	11.5
Cc1cc(-c2ccc3c(c2)COc2c4ccccc4nn2-3)on1	-0.3	-3.0	-1.3	-0.4	10.1	3.6	-6.9	/	-10.8	3.0
O=C(CCC1CCCCC1)NCCN1C2=NC[C@H](Cc3ccccc3)N2C[C@H]1Cc1ccc(O)cc1	-1.4	-4.7	2.5	3.2	15.4	-4.5	0.5	/	-3.3	4.7
OC(CNc1nc(-c2cccnc2)nc2ccccc12)c1ccccc1 (stereo not drawn)	-1.4	40.4	-4.4	1.5	-13.6	-19.9	-11.2	0.0	1.1	-40.4
CS(=O)(=O)N1CCN(c2ccccc2NC(=O)c2cc(Br)ccc2Cl)CC1	-1.9	69.5	1.2	-4.0	-12.5	-11.5	-10.2	2.9	-7.1	-69.5
Cc1ccc(S(=O)(=O)NC(=O)NCCCCNC(=O)NS(=O)(=O)c2ccc(C)cc2)cc1	-8.5	-12.7	1.4	1.8	20.2	-6.2	-14.8	-2.6	5.2	12.7
O=C(NCC1CCCO1)c1ccc2c(=O)n(CC3CCCO3)c(=S)[nH]c2c1 (stereo not drawn)	-2.9	2.6	-4.4	0.1	2.0	7.7	11.8	-0.8	11.4	-2.6
CCN(CC)CCN(C(=O)c1ccc(C(C)=O)cc1)c1nc2ccc(Cl)cc2s1	0.8	1.0	-2.4	-2.0	-5.7	-12.4	-5.7	3.4	-2.0	-1.0
CCN(C(=O)COC(=O)/C=C/c1ccc(OC(F)F)c(OC)c1)C1CCS(=O)(=O)C1 (stereo not drawn)	0.3	?	-4.4	-3.5	-3.0	-11.8	-7.0	-0.1	5.8	-72.3
Cc1nnc(NC(=O)CSc2nnc(Cc3cccn3C)n2C)s1	0.7	-21.3	-11.5	-2.5	8.7	14.0	1.0	/	7.4	21.3
CC1C(=O)Nc2ccccc2N1C(=O)c1ccc(O)cc1 (stereo not drawn)	-0.2	-3.5	-0.6	-0.6	-1.7	-12.6	1.5	-0.7	5.9	3.5
CC(C)c1ccc(NC(=O)C2CC2c2ccccc2)cc1 (stereo not drawn)	-0.6	5.2	-3.1	-11.2	-11.6	-3.3	-5.2	-4.4	6.0	-5.2
Cc1ccc(N=Cc2sccc2C)cc1C	-0.6	-0.3	2.3	-0.7	-10.1	-21.3	-4.9	-0.4	-4.6	0.3
O=C(c1ccc(C(F)(F)F)cc1)C1CCCN(C(=O)Cn2cnnn2)C1 (stereo not drawn)	0.4	-11.6	1.1	-5.0	29.1	-4.3	-8.7	-4.0	4.6	11.6
C=CCN1C(=O)C2(OCCCO2)c2ccccc21	0.0	-13.6	-3.8	-0.2	-11.9	-6.9	0.2	-2.4	3.8	13.6
CC(=O)NCCn1c(SCC(=O)NCc2ccco2)nc2ccccc2c1=O	2.4	-19.9	-7.6	0.8	1.7	6.3	-4.7	0.3	-8.1	19.9
CS(=O)(=O)N(C(=O)NC(=O)NC12CC3CC(CC(C3)C1)C2)C1CCCCC1	-1.4	2.0	-0.5	-4.6	19.5	1.5	11.2	-3.8	-11.3	-2.0
CC(C)C(C)NC(=O)COc1ccc(-c2ccccc2)cc1 (stereo not drawn)	1.3	23.3	-3.8	-10.1	7.6	-21.9	-9.1	-1.6	-14.2	-23.3
Cc1[nH]c2ccccc2c1C(=O)CSc1nc2ccccc2c(=O)n1CCCN1CCOCC1	0.1	7.8	-4.8	-2.2	-58.3	-9.0	4.1	-0.2	-15.3	-7.8
COc1ccc(S(=O)(=O)N(C)CC(=O)N2CCN(C)CC2)cc1Cl	0.5	-20.9	-1.9	0.0	-7.5	-8.5	-5.8	1.0	-7.3	20.9

Compound profiles (already shown). Order of screens: LANA DNA inh | SR-BI DiI inh | Keap1-Nrf2 PPI | DAGLB inh | Arrestin-AP2 inh | PvdQ acylase | RTF Ca sens inh | NSD2 inh | PKA-R2B act | SR-BI DiI-HDL act
CCN(CC)CCN(C(=O)c1ccc(C(C)=O)cc1)c1nc2ccc(Cl)cc2s1 across the screens: 0.8 | 1.0 | -2.4 | -2.0 | -5.7 | -12.4 | -5.7 | 3.4 | -2.0 | -1.0
C=CCN1C(=O)C2(OCCCO2)c2ccccc21 across the screens: 0.0 | -13.6 | -3.8 | -0.2 | -11.9 | -6.9 | 0.2 | -2.4 | 3.8 | 13.6
O=C(NCC1CCCO1)c1ccc2c(=O)n(CC3CCCO3)c(=S)[nH]c2c1 (stereo not drawn) across the screens: -2.9 | 2.6 | -4.4 | 0.1 | 2.0 | 7.7 | 11.8 | -0.8 | 11.4 | -2.6

(cont.)
SMILES	LANA DNA inh	SR-BI DiI inh	Keap1-Nrf2 PPI	DAGLB inh	Arrestin-AP2 inh	PvdQ acylase	RTF Ca sens inh	NSD2 inh	PKA-R2B act	SR-BI DiI-HDL act
COc1cccc2[nH]c3c(N4CCC(C)CC4)ncnc3c12	0.6	7.7	2.1	-0.6	-2.2	0.8	2.0	0.2	-7.1	-7.7
CNC(=O)c1oc(-c2ccccc2)nc1C	-0.7	-1.4	-0.8	-1.0	47.7	3.3	-4.0	-3.3	-12.0	1.4
CC(C)[C@H](NC(=O)N1CC(=O)Nc2ccccc21)C(=O)N1CCC[C@@H]1C(=O)O	-1.4	-13.1	3.7	-1.7	12.0	-2.2	-2.2	/	-2.7	13.1
Cc1ccccc1-n1c(SCC(=O)N/N=C/c2c(C)nn(-c3ccccc3)c2C)nc2ccccc2c1=O	1.2	38.3	-2.1	2.8	5.9	-19.2	-4.5	5.1	0.1	-38.3
CC(Oc1ccccc1F)c1nnc(SCC(=O)Nc2ccc(N3CCOCC3)cc2)o1 (stereo not drawn)	2.1	-24.6	-1.2	3.8	-8.3	-16.4	-6.1	-1.0	-10.5	24.6
O=C(Nc1ccc(-c2nc3cccnc3s2)cc1)c1ccc(Br)o1	1.3	54.6	1.6	-2.3	6.5	4.8	-3.5	/	4.2	-54.6
COCCSc1ccccc1C(=O)N1CCc2ccccc2C1	0.8	19.0	-5.5	-1.9	10.4	-11.9	-0.2	-0.8	1.0	-19.0
CN(C(=O)C1CCOC1)c1nnc(C2CCOC2)s1 (stereo not drawn)	0.8	-12.9	-1.2	-4.0	-0.9	-16.0	1.4	-34.5	-7.9	12.9
COc1ccc(NC(=O)CSc2nc3c(c(=O)n2-c2ccc(F)cc2)SCC3)cc1	-1.1	3.2	1.2	1.6	9.4	-6.2	-6.5	/	-1.2	-3.2
O=C(CSc1nnc(CCCN2C(=O)c3cccc4cccc(c34)C2=O)n1-c1ccccc1)N1CCCCC1	-0.6	28.8	-2.4	2.1	-7.7	-4.2	-2.2	1.8	-17.7	-28.8
CC(C)(C)c1ccccc1NC(=O)Cn1cnc2cc([N+](=O)[O-])ccc2c1=O	-0.3	5.9	2.4	4.9	22.5	-9.5	-0.2	-0.1	2.2	-5.9
Cc1cc(C(=O)Nc2ccccc2[N+](=O)[O-])cs1	-2.0	0.1	-3.5	-3.1	2.6	-10.5	-1.9	/	1.0	-0.1
O=C(N/C(=C/c1ccc(Br)cc1)c1nc2ccccc2[nH]1)c1ccco1	0.4	21.8	-0.9	-1.0	1.7	6.2	-0.8	0.3	-18.5	-21.8
O=C(N/N=C/c1ccc(Cl)cc1)c1cc(-c2cccnc2)nc2ccccc12	1.1	10.3	-3.2	-3.4	-0.1	-2.4	-13.2	-1.8	-2.1	-10.3
Cc1ccc(O)c(CNc2cccc(C)n2)c1	-0.9	-16.2	2.2	3.0	5.4	-8.0	-2.2	1.7	1.9	16.2
CSc1ccc(S(=O)(=O)NCC(=O)OCC(=O)N2CCC(C)CC2)cc1[N+](=O)[O-]	0.0	-30.3	-4.5	2.0	-0.9	-6.0	5.6	-1.3	2.0	30.3
COc1cc(C(=O)NC(C)C2CC3CCC2C3)ccc1OC(F)F (stereo not drawn)	-0.2	16.5	-3.0	-6.2	4.6	13.9	-6.8	-3.6	5.7	-16.5
O=C(Nc1cc(Cl)cc(Cl)c1)c1ccc(Cn2c(=O)[nH]c3ccsc3c2=O)cc1	1.0	17.7	-1.8	4.6	-12.6	-17.8	-11.6	/	-2.4	-17.7
C[C@@]12CCC=C[C@H]1[C@H](c1ccccc1Br)N(Cc1ccccc1)C2=O	1.0	/	-1.3	-3.4	0.2	-13.7	-7.3	/	11.1	/
O=C(OCCN1CCCC1)C1(c2ccccc2)CCCC1	1.3	-26.7&1.2	-5.7	-1.1	-10.8	-16.5&6.6	-8.9	6.4	-2.4	26.7&-1.2
O=C1/C(=C/c2cccs2)SC(=S)N1CC(=O)N1CCCCC1CCO (stereo not drawn)	0.0	-6.4	-4.1	0.9	5.2	-8.7	-1.9	7.5	-0.8	6.4
COC(=O)Nc1[nH]ncc1[N+](=O)[O-]	-1.9	-6.6	-4.2	2.1	13.9	-28.3	-4.7	/	-12.6	6.6
Cc1oc2c(c1C(=O)N1CCOCC1)C(=O)c1ccccc1C2=O	0.2	-11.8	-0.9	-2.1	-5.5	-2.1	-1.4	/	-0.3	11.8
O=C(NC1CCN(Cc2ccccc2)CC1)c1ccccc1OCc1ccccc1	4.3	/	-2.4	-2.2	11.5	-12.3	-5.9	2.3	-9.8	/
Cc1ccc2c(CN3CCC(C)CC3)cc(=O)oc2c1	-0.5	-10.1	5.3	-4.2	6.5	23.5	-11.0	2.1	-3.4	10.1
CC(=O)N1CCN(C(=O)COC(=O)c2ccc(S(C)(=O)=O)cc2)CC1	0.5	-5.3	0.8	-2.9	39.4	2.0	-1.2	-0.4	-11.3	5.3
COC(=O)CCN(C(=O)c1cc(OC)c(OC)c(OC)c1)c1ccccn1	-0.9	-12.8	-2.2	0.4	22.1	-4.2	-5.8	-3.2	1.6	12.8
CNC(=S)N/N=C/c1ccc(-c2cc([N+](=O)[O-])ccc2Cl)o1	-0.5	40.9	-2.3	1.2	1.4	-0.7	-8.5	3.7	-4.8	-40.9
